# High-throughput results: PubChem BioAssay, National Center for Advancing Translational Sciences (NCATS)
# MCF10A rereplic – A quantitative high throughput screen for small molecules that induce DNA re-replication in MCF 10a normal breast cells; Potency, µM (series often up to 46.1 µM), inactives show at the top dose activity, positive = re-replication, hits mostly activators; MCF 10A DNA re-replication, Hoechst nuclear intensity, 48 h; 350,000 compounds, 2.9% hits; further: potency means the concentration at half of the fitted maximal effect; % of control where 0% means no effect; nearly all actives have a fitted effect of over 50% in size
# ATXN2 expr inh – Primary qHTS for Inhibitors of ATXN expression; HEK-293 ATXN2-luciferase reporter, luminescence, 24 h; 360,000 compounds, 0.72% hits; Potency, µM (top dose mostly 57 µM), for the others: at the highest dose activity change, negative = inhibition, most hits filed as inhibitors; further: potency means the concentration at half of the fitted maximal effect; on the % scale 0 is the no-effect control and ±100 the full control effect; nearly all actives have a fitted effect of over 55% in size
#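 qHTS (up to 57 uM final) was run with 24 h compound exposure of reporter cells at 37 °C. Each well was multiplexed: SteadyGlo luminescence measured ATXN2-luciferase expression after a fluorogenic Gly-Phe-AFC viability readout (25 uM final).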
# SW480 rereplic – A quantitative high throughput screen for small molecules that induce DNA re-replication in SW480 colon adenocarcinoma cells | SW480 DNA re-replication, Hoechst DNA content imaging, 48 h | Potency, µM (series often up to 46.1 µM), without a hit: at the highest dose re-replication activation, usual class: activators | 340,000 compounds, 1.8% hits | AID 624297, 2012; further: potency means the concentration at half of the fitted maximal effect; % of control where 0% means no effect; nearly all actives have a fitted effect of over 55% in size
#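 Image-based read-out: total Hoechst fluorescence of nuclei (405 nm excitation, 500-530 nm emission), with hits raising the fraction of high-intensity nuclei. SW480 colon cells incubated 48 hr with compounds at 37 C.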
# IL1B secr inh – qHTS for Inhibitors of Inflammasome Signaling: IL-1-beta AlphaLISA Primary Screen; THP-1 LPS/ATP IL-1B secretion, AlphaLISA, 16 h; hits give low values; activity change, % at 57.5 µM; 360,000 compounds, 4.7% hits; AID 743279, 2014; in the data active means activity change below about -50%; inconclusive means mostly about -30% to -49%; further: on the % scale 0 is the no-effect control and ±100 the full control effect
#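 THP-1 cells pretreated 1 hr with compounds (up to 57.5 uM final), then stimulated with LPS (250 ng/mL final) plus ATP (1.25 mM final); secreted IL-1B measured by AlphaLISA after 16 hr, decreased signal indicating inhibition.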
# HT1080 IDH1KD tx – qHTS for induction of synthetic lethality in tumor cells producing 2HG: qHTS for the HT-1080-IDH1KD cell line; 360,000 compounds, 2% hits; Potency, µM (doses to about 46.1 µM), for inactives: top-dose activity, negative = toxicity, usual class: cytotoxic; AID 686971, 2013; HT-1080 IDH1 knockdown viability, ATP luminescence, 48 h;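 further: potency means the concentration at half of the fitted maximal effect; 0% = DMSO wells and -100% = cell-free medium wells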
#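 Viability of IDH1-knockdown HT-1080 fibrosarcoma cells was assessed by CellTiter-Glo after 48 h at 37 °C with titrated compound; concentration-effect curves were classified by fit quality and response size.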
# KB-3-1 tox – qHTS assay for MDR1-selective chemotherapeutics: Primary screen using the parental adenocarcinoma cell KB-3-1. KB-3-1 viability, CellTiter-Glo ATP luminescence, 72 h. Potency, µM (doses to about 46.1 µM), for the others: at the top dose activity change, negative = cytotoxic, hits mostly cytotoxic. 400,000 compounds, 1.4% hits; further: potency means the concentration at half of the fitted maximal effect; on the % scale 0 is the no-effect control and ±100 the full control effect; nearly all actives have a fitted effect of over 60% in size
#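 KB-3-1 parental drug-naive adenocarcinoma cells in DMEM/10% FBS, incubated 72 h at 37 C with pin-transferred compounds across a concentration series. Viability by CellTiter-Glo luminescence; concentration-response curves fitted after normalization.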
# HT1080NT lethal – qHTS for induction of synthetic lethality in tumor cells producing 2HG: qHTS for the HT-1080-NT fibrosarcoma cell line; 360,000 compounds, 1.6% hits; HT-1080-NT fibrosarcoma viability, CellTiter-Glo ATP luminescence, 48 h; Potency, µM (titrated, usually from 46.1 µM), without a hit: at the top dose activity, negative = less viability, usual class: cytotoxic;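 further: NT is the 2HG producing partner of a matched IDH1 knockdown line; potency means the concentration at half of the fitted maximal effect; 0% = DMSO-treated cells and -100% = media-only wells without cells; nearly all actives have a fitted effect of over 55% in size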
#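 Luminescent CellTiter-Glo readout after 48 hours of compound exposure at 37 degrees C defined viability of HT-1080-NT cells. Activity was normalized to DMSO wells and cell-free media wells; concentration-response curves were fitted and assigned curve classes.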
# HepG2 viability – qHTS for Inhibitors of TGF-b: Cytotox Counterscreen. Potency, µM (titrated, usually from 46.1 µM), without a hit: at the highest dose activity change, negative = cytotoxicity, hits mostly cytotoxic. 410,000 compounds, 0.76% hits. HepG2 CAGA-GFP viability, ATP luminescence, 18 h. AID 588856, 2011; further: potency means the concentration at half of the fitted maximal effect; some results filed as inactive show a strong effect at the top dose
#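 CellTiter-Glo luminescence gave cytotoxicity after 18 hours at 37 degrees C. The cells were HepG2 CAGA-GFP in 1% FBS DMEM, stimulated with 500 pg/mL TGF-beta after compound addition. %Activity was normalised to no-cell wells (complete cell-killing) and DMSO (no toxicity), and curves were fitted and classified.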
# S2 tox – Viability Counterscreen for Primary qHTS for Inhibitors of ATXN expression | Potency, µM (titrated, usually from 56.7 µM), hits mostly cytotoxic | 400,000 compounds, 0.49% hits | S2 cells (HEK-293 line with an ATXN2-luciferase reporter) viability, CellTiter-Fluor protease fluorescence, 24 h; further: potency means the concentration at half of the fitted maximal effect; nearly all actives have a fitted effect of over 40% in size
# Starred values were filed as active, the others as inactive; i = inactive; ? = inconclusive; . = not tested or not shown; & = joins results of further samples; [ ] = another dose, or the depositor's remark. Unless noted, the call rests on the fitted dose curve; in most records, active means well fitted curve in the direction sought with a large enough effect; inconclusive means small, poorly fitted or top-dose-only effect, or another doubt; inactive means no such curve, though single readings can be large; an effect the other way counts as inactive or inconclusive.
SMILES,MCF10A rereplic,ATXN2 expr inh,SW480 rereplic,IL1B secr inh,HT1080 IDH1KD tx,KB-3-1 tox,HT1080NT lethal,HepG2 viability,S2 tox
Cc1nn(C(C)C(=O)NCCCN2CCCC2)c(=O)c2nn(-c3ccccc3)c(C)c12 (stereo not given),12.2%,0.1%,?,-7.8,9.9%,0.0%,9.5%,1.3%,i
O=P(Cc1cc(Br)cc(Br)c1OCCO)(c1ccccc1)c1ccccc1,-1.3%,0.5%,-17.7%,.,-1.6%,-4.2%,-10.3%,2.6%,i
COc1cc(CNCCCN2CCOCC2)cc(Cl)c1OCC(=O)NC(C)(C)C,14.3%,-18.0%,?,-5.2,-21.1%,-1.4%,-17.4%,-1.2%,i
CN(C)C1CCCCC=CC(=O)NC1 (stereo not given),.,.,.,0.0,-0.7%,-13.8%,-0.2%,-15.5%,i
CC(=O)Nc1ccc(NC(=O)c2nc(S(=O)(=O)Cc3cccc(C)c3)ncc2Cl)cc1,17.5%,?,?,-100.1*,5.8µM*,5.17µM*,9.2µM*,-147.4%,?
O=C(O)c1ccc2oc(=O)n(Cc3ccccc3)c2c1,.,7.0%,.,.,.,1.1%,.,2.3%,i
CCN1CCN(c2cc(C)c3cc(NC(=S)N4CCC5(CC4)OCCO5)ccc3n2)CC1,-5.7%,-15.5%,-6.9%,0.0,-0.8%,?,-11.1%,-18.1%,i
Cc1cc(C)n(C(=O)c2cc3ccccc3c(=O)o2)n1,?,-3.4%,0.1%,10.3,4.1%,7.5%,8.4%,1.5%,i
CCn1c(Cn2nnc(-c3ccccc3)n2)nnc1SCC(=O)Nc1ccccc1,1.3%,-2.4%,-2.7%,9.7,0.0%,-3.8%,-6.2%,-0.6%,i
CC(=O)c1ccc(NC(=O)COC(=O)/C=C/c2cccs2)cc1,-1.4%,4.1%,-7.8%,-0.3,-1.2%,18.7%,4.1%,17.0%,?
O=[N+]([O-])c1ccccc1S(=O)(=O)N1CCN(CC2CC=CCC2)CC1 (stereo not given),-2.8%,-23.0%,-1.7%,-8.5,21.9%,0.5%,14.0%,3.2%,i
COc1c2c(cc3oc(C)cc(=O)c13)OC(C(C)(C)OC1OC(CO)C(O)C(O)C1O)C2 (stereo not given),-3.5%,4.2%,-6.6%,31.0,6.2%,29.1%,8.5%,-18.3%,i
COc1cccc(Nc2nnc(SCC(=O)N3CC(=O)Nc4ccccc43)s2)c1,-2.2%,20.1%,11.4%,24.7,-3.0%,-2.1%,-14.3%,-8.3%,i
COc1cccc(Cn2c(OCC3CCCO3)nc3c2c(=O)n(C)c(=O)n3C)c1 (stereo not given),-7.0%,3.7%,-15.4%,-6.0,-0.2%,3.1%,-7.6%,-19.7%,i
Cc1cccc(C)c1OCc1nnc(SCC(=O)Nc2nccs2)o1,0.3%,-10.8%,-2.8%,10.4,-19.5%,5.2%,-3.8%,-22.1%,i
O=C(OCc1cc([N+](=O)[O-])cc2c1OCOC2)c1ccc2ccccc2n1,14.0%,-17.0%,-3.0%,6.9,-3.4%,1.1%,-15.4%,13.5%,i
c1ccc(COC2CCCN(Cc3nc(Cc4ccccc4)no3)C2)cc1 (stereo not given),24.7%,.,-12.9%,41.1,0.4%,-6.3%,-3.8%,-9.8%,i
O=S1(=O)CCC(N=Cc2ccc(-c3ccc(Cl)cc3)o2)C1 (stereo not given),?,-22.6%,?,-12.5,-0.7%,-18.1%,2.2%,-37.2%,?
CCOC(=O)[C@@H]1[C@H]2COc3cc(OC)ccc3[C@H]2N2C(=O)N(c3ccc(F)cc3)C(=O)[C@@]12C,6.5%,4.2%,-10.5%,-15.3,21.5%,4.0%,13.8%,7.2%,i
COc1cccc(N(Cc2nnc3n2CCCCC3)C(=O)Nc2ccccc2)c1,-0.1%,-17.8%&14.2%,-14.0%,35.1,6.6%,7.5%&2.0%,6.4%,0.7%&-5.1%,i
COc1ccc(C2OC(CCc3ccccc3)CC3=C2C(=O)OC(C)(C)O3)cc1 (stereo not given),.,-8.6%,.,?,-10.5%,0.0%,-5.4%,-13.0%,i
Cc1ccc2cc(CN(Cc3cccs3)Cc3nnnn3CC3CCCO3)c(=O)[nH]c2c1C (stereo not given),2.2%,4.0%,-9.8%,12.0,-6.8%,-6.6%,-0.1%,5.2%,i
O=C(NCC1COCCO1)c1cc(COc2c(F)cccc2F)on1 (stereo not given),0.7%,9.2%,5.5%,0.0,-2.5%,1.5%,-2.2%,-29.2%,i
S=C(Nc1ccc(Br)cc1Cl)N1CCCC1,0.4%,59.5%[activator],-1.7%,9.2,2.6%,.,2.9%,2.0%,?
O=C(COC(=O)c1cncc(Br)c1)NCc1ccc(Cl)cc1,-2.8%,.,-10.7%,0.0,8.9%,3.3%,8.2%,-0.6%,i
CCOC(=O)C1CCCN(C(=O)CCc2ccccc2)C1 (stereo not given),-4.0%,-5.5%,2.1%,-22.9,1.0%,-8.2%,1.7%,-24.2%,i
O=C(O)c1ccc(/C=N/Nc2ccc(Cl)nn2)cc1,-1.4%,6.5%,-5.8%,4.9,9.8%,-13.7%,8.5%,-7.0%,?
CCOc1ccc(CCNC(=O)c2nnn(CC(=O)Nc3ccc(C)cc3)c2N)cc1OCC,0.3%,0.2%,?,3.4,-28.3%,2.9%,-14.5%,5.3%,i
Cc1ccc(NC(=O)CCC(=O)N/N=C/C=C/c2ccccc2)cc1,-1.9%,1.4%,-12.0%,8.0,7.5%,2.0%,4.9%,1.8%,i
Cc1nn(C)c(C)c1S(=O)(=O)N(CC(=O)N1CCc2ccccc2C1)c1ccc(C(C)C)cc1,17.4%,?,-16.9%,-11.8,-6.1%,?,1.5%,-40.9%,?
CCOC(=O)c1ccc(NC(=O)C2CCCN(c3cnccn3)C2)cc1 (stereo not given),-0.1%,0.1%,26.2%,-12.7,-2.1%,17.8%,16.2%,-9.4%&-24.0%,i
O=c1c2cc(N3CCOCC3)ccc2[nH]c(=S)n1Cc1ccccn1,?,-0.7%,-2.4%,14.8,4.7%,6.5%,3.9%,1.1%,i
COc1ccc(C(=O)NCc2cccnc2)cc1S(=O)(=O)N1CCCc2ccccc21,-2.6%,-11.1%,-11.2%,15.0,-0.9%,-26.9%,-8.1%,-4.5%,i
CC(C)OC(=O)CSc1nnnn1-c1ccc2c(c1)OCCO2,-6.3%,58.2%[activator],-9.1%,3.6,?,-0.8%,11.8%,-0.7%,i
O=C(Nc1c(C(=O)Nc2cccc(C(F)(F)F)c2)oc2ccccc12)c1cc(=O)c2ccccc2o1,.,2.4%,.,.,.,8.7%,.,-39.9%,i
CCNC(=O)COc1ccc(CC)cc1,9.8%,22.1%,-3.4%,-12.7,12.4%,12.0%,12.3%,-4.6%,i
Fc1cccc(Cl)c1CNCc1ccccc1Cl,7.5%,1.8%,-1.7%[9.22 µM],-18.6,-1.8%,3.2%,-5.8%,-9.8%,i
C=CCn1c(SCc2csc(C)n2)nc2sc3c(c2c1=O)CCC(C)C3 (stereo not given),20.6µM*,.,-0.7%,-15.3,-9.6%,-19.2%,0.8%,-25.4%,.
CC(=O)N/N=C/c1cc(C)n(-c2ccc(Br)cc2)c1C,?,-13.0%,-0.2%,16.7,-12.7%,0.1%,-13.1%,-10.1%,i
COc1ccc2sc(-c3ccccc3OC)c(-c3ccc(OC)c(F)c3)c2c1,41.8%,-5.5%,-3.4%,-2.6,22.2%,12.6%,?,-23.6%,i
CCC(C)c1ccccc1NC(=O)c1cc2cccc([N+](=O)[O-])c2[nH]1 (stereo not given),?,-1.3%,4.5%,-15.0,16.4µM*,-8.8%,?,-13.9%,?
CCN1CCN(c2nc(-c3ccccc3)nc3ccccc23)CC1,?,-22.1%,?,-64.6*,-13.6%,?,-12.8%,-28.1%,i
Cc1ccc(Cl)cc1NC(=O)COC(=O)C1CCCCC1,?,1.7%,1.3%,-2.0,6.1%,8.8%,5.1%,4.2%,i
COc1ccccc1CCNC(=O)CCSc1nc(-c2ccco2)cc(C(F)(F)F)n1,17.1%,-13.5%,-4.6%,-13.1,-26.0%,3.2%,-5.6%,-25.9%,i
O=C1Oc2ccccc2C(=O)/C1=C/N1CCN(c2ccccc2F)CC1,4.4%,-10.9%,6.5%,18.7,?,-6.1%,?,-29.4%,i
CC(C)(C)NC(=O)NC(=O)CN1CCc2ccccc21,?,6.8%,0.9%,17.4,-5.3%,2.3%,-15.1%,-11.9%,i
NC(=O)c1ccc(NC(=O)COC(=O)c2cccc(Oc3ccccc3)c2)cc1,13.9%,4.3%,10.5%,28.1,3.5%,13.1%,2.8%,3.3%,i

# Quoted at random: 2 compounds from above.
SMILES,MCF10A rereplic,ATXN2 expr inh,SW480 rereplic,IL1B secr inh,HT1080 IDH1KD tx,KB-3-1 tox,HT1080NT lethal,HepG2 viability,S2 tox
O=C(Nc1c(C(=O)Nc2cccc(C(F)(F)F)c2)oc2ccccc12)c1cc(=O)c2ccccc2o1,.,2.4%,.,.,.,8.7%,.,-39.9%,i
O=P(Cc1cc(Br)cc(Br)c1OCCO)(c1ccccc1)c1ccccc1,-1.3%,0.5%,-17.7%,.,-1.6%,-4.2%,-10.3%,2.6%,i

# Taken from above:
# Value of CCC(C)c1ccccc1NC(=O)c1cc2cccc([N+](=O)[O-])c2[nH]1 (stereo not given) under ATXN2 expr inh: -1.3%
# Value of CC(C)(C)NC(=O)NC(=O)CN1CCc2ccccc21 under KB-3-1 tox: 2.3%
# Value of COc1ccc(C(=O)NCc2cccnc2)cc1S(=O)(=O)N1CCCc2ccccc21 under MCF10A rereplic: -2.6%
